# TRPC4 inh – TRPC4 (mouse) channel inhibition | Q9QUQ5 | HEK293 TRPC4beta/mu-opioid, DAMGO-evoked Fluo4 calcium flux; stronger effect = lower value | B-score at 10 µM | 300,000 tested, 0.39% active | AID 2247;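 active = B-score over 3 SD under the library average, no early fluorescence shift, positive overall ratio signal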
#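 Material: HEK293 cells with stable TRPC4beta plus mu-opioid receptor expression / Probe or stimulus: DAMGO in two steps, submaximal then maximal / Compound: single concentration per test compound / Technique: kinetic Fluo4 fluorescence imaging of calcium influx / Read-out: per-well B score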
# KLF5 inh – kruppel-like factor 5 inhibition. 290,000 tested, 0.23% active. DLD-1 KLF5 promoter-luciferase reporter, luminescence. inhibition, % at 5 µM;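 active = inhibition above a per-plate limit of that plate's mean compound inhibition plus 3 SD, cut at about 60% in these data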;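 also: 0% = DMSO wells and 100% = LY294002 at 200 µM; higher means less KLF5 promoter-driven luciferase light; inactives centre near -14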
# IEC-6 tox – counter-screen for KLF5 inhibitors: cytotoxicity in IEC-6 cells; IEC-6 cytotoxicity, luminescence viability; inhibition, % at 5 µM; 290,000 tested, 0.78% active; in the data active = inhibition above about 22%;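 also: 0% = plate median of test compound wells and 100% = cytotoxic reference compound wells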
# HIF activator – HIF pathway transcriptional activation. 300,000 tested, 0.32% active. U2OS HRE-luciferase reporter, luminescence; normalized: DMSO 0%, desferrioxamine 100%. activation, % at 7.5 µM (by protocol). AID 1910;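 active = mean activation of at least 10% of the iron chelator positive control signal, with at least half of replicates also reaching 10%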
# SKKanGAS inh – blocks kanamycin growth of S. pyogenes SKKanGAS strain | inhibition, % at 7.5 µM | AID 1662 | BacTiter-Glo, 6 h | 300,000 tested, 1.3% active;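 active = mean replicate score, as percent of positive control median, at least 50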;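 also: strain carries kanamycin resistance gene driven by streptokinase promoter and grows in 40 µg/ml kanamycin; loss of luminescence reflects streptokinase promoter inhibition or plain growth inhibition; 0% = median of DMSO wells and 100% = positive control at its reference dose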
# TRPC6 act – activates the mouse TRPC6 cation channel; Q61143; HEK293-TRPC6 membrane potential dye fluorescence; stronger effect = higher value; B-score at 10 µM; 310,000 tested, 0.13% active; AID 2550;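 active = B-score of the integrated fluorescence ratio above library mean plus 3 SD, and starting fluorescence ratio within library mean plus 5 SD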;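 also: higher score means more depolarization so channel activation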
# TRPC4 PAM – TRPC4 (mouse) allosteric potentiation | Q9QUQ5 | HEK293 TRPC4beta/mu-opioid, DAMGO EC20, Fluo-4 Ca2+ flux; stronger effect = higher value | B-score at 10 µM | 310,000 tested, 0.42% active;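 active = B-score of calcium response area above 5 SD of library B-scores, with initial fluorescence ratio within 5 SD of library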;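 also: B-score of integrated fluorescence ratio over time as area under calcium response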
# MrgX1 antagonist – antagonists of human MrgX1 receptor; MRGX1-HEK293 calcium flux, Fluo-4, BAM8-22 antagonism; stronger effect = lower value; AID 588676; B-score at 10 µM; 310,000 tested, 1.3% active; Q96LB2;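 active = calcium-response B-score plate-corrected more than 3 library SD below zero, starting fluorescence within 5 deviations, no agonist response on first addition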;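 also: peak minus trough fluorescence over baseline after final BAM8-22 challenge near maximal dose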
# Target sequence (Q96LB2 whole entry, looked up): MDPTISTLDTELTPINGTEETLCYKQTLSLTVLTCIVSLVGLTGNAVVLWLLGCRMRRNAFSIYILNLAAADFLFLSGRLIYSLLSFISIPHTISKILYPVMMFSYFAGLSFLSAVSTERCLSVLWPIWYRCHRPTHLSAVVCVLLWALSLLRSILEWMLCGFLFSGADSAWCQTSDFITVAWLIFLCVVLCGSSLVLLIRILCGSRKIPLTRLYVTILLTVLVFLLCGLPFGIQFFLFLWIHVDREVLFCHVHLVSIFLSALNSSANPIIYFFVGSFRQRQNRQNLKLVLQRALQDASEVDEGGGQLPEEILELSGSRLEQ
# TRPC4 agonist – TRPC4 (mouse) channel activation; AID 2237; B-score at 10 µM; HEK293 TRPC4beta/mu-opioid, Fluo4 calcium fluorescence; stronger effect = higher value; 310,000 tested, 0.49% active;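 active = B-score above 5 SD of library B-scores, and initial fluorescence ratio not above library mean plus 5 SD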;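 also: positive B-score marks a calcium rise read as TRPC4 activation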
#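 Test system: HEK293 cells stably co-expressing mouse TRPC4beta and mu-opioid receptor | Schedule: Fluo4 dye loading 45 min at room temperature, 110 s recording | Measured by: Kinetic Fluo4 calcium fluorescence, 5 s baseline at 1 Hz | Evaluation: B score of integrated ratio | Controls: Buffer (low) and maximal DAMGO (high)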
# aSyn UTR inh – 5' untranslated region of α-synuclein, MLPCN primary screen | alpha-synuclein 5'UTR reporter, inhibitor activity | inhibition, % (tested at 7.5 µM) | 300,000 tested, 0.82% active | AID 1813; in the data active = inhibition above about 60%;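 also: H4 neuroglioblastoma cells stably carrying SNCA 5'UTR luciferase fusion; 0% = DMSO wells and 100% = positive control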
# TRPC6 inhibitor – blocks the mouse TRPC6 cation channel | Q61143 | HEK293-TRPC6, membrane potential dye, ACh-evoked depolarization; stronger effect = lower value | B-score at 10 µM | 310,000 tested, 1.1% active | AID 2553;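 active = B-score under library mean minus 3 SD, initial fluorescence not abnormally high, positive integrated signal ratio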;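 also: B-score derived from integrated fluorescence ratio over the kinetic read; more negative B-score means stronger inhibition of depolarization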
# Starred values were filed as active, the others as inactive; i = inactive; x = no result given.
SMILES	aSyn UTR inh	KLF5 inh	TRPC6 inhibitor	MrgX1 antagonist	TRPC4 agonist	IEC-6 tox	TRPC6 act	HIF activator	TRPC4 PAM	SKKanGAS inh	TRPC4 inh
COc1cc(C2NC(=S)NC(C)=C2C(=O)OC(C)C)ccc1OC(C)C (stereo unspecified)	-3	-20	i	i	i	2	i	-0.6	i	-1	i
Cc1cccc(C(=O)N2c3ccccc3C(=O)OC2c2ccc3c(c2)OCO3)c1 (stereo unspecified)	-8	-89	i	i	i	-2	i	0.3	i	-4	i
Cc1cccc(N(CC(=O)N2CCN(C)CC2)S(=O)(=O)c2ccccc2)c1	5	-41	i	i	i	-2	i	0.1	i	10	i
CCCCC(CCC(=O)Nc1ccn(-c2ccccc2)n1)C(=O)O (stereo unspecified)	-2	10	i	i	i	8	i	-0.1	i	-7	i
COc1ccc(C2NC(c3ccc(OC)cc3)C(C)C(=O)C2C)cc1 (stereo unspecified)	0	-24	i	i	i	7	i	0.1	i	-1	i
CCOc1ccc(NC(=S)NC(=O)C2CCCC2)cc1	-35	-53	i	-5.4*	i	-2	i	0.7	i	20	i
COc1cc(Br)c(-c2sc(Nc3ccccc3)n[n+]2-c2ccc(F)cc2)cc1OC	-43	-23	i	i	i	2	i	0.0	i	-7	i
COc1cccc(/C=N/c2nc3ccccc3[nH]2)c1O	14	-23	i	i	i	0	i	-0.2	i	-5	i
C/C(CC(=O)Nc1ccccn1)=N\NC(=O)c1cnccn1	21	-49	i	i	i	4	i	0.7	i	-2	i
CCOC(=O)COc1ccc(S(=O)(=O)N2CCN(c3ccc(F)cc3)CC2)cc1	-4	-14	i	i	i	3	i	0.4	i	7	i
CC1CCN(CCCNC(=O)c2ccc(CS(=O)(=O)Cc3ccc(Cl)cc3)o2)CC1	1	-21	i	i	i	10	i	-0.4	i	-8	i
COc1cc([N+](=O)[O-])ccc1Nc1nc(C)cc(C)n1	11	10	i	i	i	0	i	0.3	i	-6	i
Cc1nc(-c2ccccc2)sc1C(=O)/C=C/N(C)C	-76	-5	i	i	i	1	i	0.8	i	1	i
Cc1ccc(CSc2nc3c(c(=O)[nH]2)C(c2ccncc2)C2=C(CCCC2=O)N3)cc1 (stereo unspecified)	10	-15	i	i	i	-2	i	-0.5	i	9	i
CCc1nc2ccccc2c(C(=O)OCC(=O)NCCCN2CCCC2=O)c1C	-3	-17	i	i	i	5	i	-0.2	i	-6	i
CN(C)C(=S)SCC(=O)Nc1cccc(C(F)(F)F)c1	-11	-25	i	i	i	-2	i	0.9	i	-11	i
Cc1csc(SCC(=O)c2ccc(S(=O)(=O)N3CCOCC3)cc2)n1	21	-9	i	i	i	-3	i	-0.7	i	3	i
CCn1c2ccccc2c2cc(NC(=O)CN(C)CC(=O)Nc3ccc(N4CCOCC4)cc3)ccc21	-143	-4	i	i	i	-4	i	0.7	i	-4	i
Cn1c(=O)c2c(nc(N/N=C/c3cccs3)n2C)n(C)c1=O	-36	-30	i	i	i	-3	i	1.7	i	-1	i
C(=N\Nc1nc2ccccc2[nH]1)/c1ccc2c(c1)OCO2	-222	-85	i	x	i	3	i	5.4	i	16	i
CCOCC(=O)Nc1cc(C(=O)Nc2ccccc2)ccc1Cl	-12	-56	i	i	i	4	i	1.5	i	-1	i
Cc1cc(-c2n[nH]c(=S)n2/N=C/C(Br)=C/c2ccccc2)n[nH]1	-235	-37	i	i	i	-1	i	-1.7	i	19	i
O=C(O)CCC(=O)NC1CCCCCCC1	-10	-12	i	i	i	6	i	-0.5	i	11	i
O=C(NCc1ccccn1)c1cccc(NS(=O)(=O)c2ccccc2)c1	4	x	i	i	i	x	i	0.2	i	0	i
O=c1[nH]c2ccccc2c(O)c1-c1cc2ccccc2oc1=O	-13	-14	i	i	i	-1	i	0.1	i	-9	i
Cc1ccc(C(=O)NCCC2=CCCCC2)cc1S(=O)(=O)N1CCOCC1	-32	x	i	i	i	x	i	0.9	i	-4	i
COc1cccc(C2N(c3ccc(Cl)cc3)C(=O)C3CCCN32)c1 (stereo unspecified)	-11	9	i	i	i	0	i	0.3	i	0	i
COC(=O)COc1cccc(NC(=O)C(c2ccccc2)c2ccccc2)c1	1	-6	i	i	i	-3	i	-1.8	i	7	i
O=C(Nc1ccccc1)Nc1ccccc1C(=O)NCc1ccco1	5	7	i	i	i	-4	i	-0.1	i	5	i
Oc1c(Cl)cccc1C=Nc1cc(C(F)(F)F)ccc1N1CCCC1	28	-32	i	i	i	-2	i	-0.2	i	5	i
CCCOc1ccc(N2C(=O)CC(SC(=NCC)NCC)C2=O)cc1 (stereo unspecified)	4	4	i	i	i	0	i	-0.1	i	-5	i
CC(=O)NCCNC(=O)c1oc2ccccc2c1CSc1ncn[nH]1	-6	-3	i	i	i	-5	i	0.4	i	-2	i
CCOC(=O)COc1cc(=O)n(CC)c2ccccc12	-11	-47	i	i	i	-2	i	-1.2	i	2	i
C=COCCn1c(=N)n(CCC)c2ccccc21	-22	-3	i	i	i	-10	i	0.3	i	-2	i
CN1CCN(c2ccc(NC(=O)COc3ccc4ccccc4c3)cc2)CC1	-52	-73	i	i	i	4	i	2.9	i	3	i
O=C(COc1ccc(Cl)cc1Cl)N/N=C/c1ccc[nH]1	-23	-17	i	i	i	1	i	1.4	i	-1	i
CCOC(=O)Cc1nnc(NC(=O)CSc2ccccc2)s1	-9	-7	i	i	i	-1	i	-0.3	i	1	i
CN1C(=S)SC(/[N+]([O-])=C\c2ccccc2)C1(C)C (stereo unspecified)	-13	14	i	i	i	-1	i	-0.2	i	1	i
COc1ccccc1NC(=S)NCc1cccs1	-14	-8	i	i	i	3	i	0.0	i	7	i
Cc1ccc(-c2nc(SCC(=O)c3c(N)n(C)c(=O)n(C)c3=O)n[nH]2)cc1	21	-19	-5.1*	i	i	-2	i	0.6	i	0	i
CN(C)CCNC(=O)Cn1ccc2cc(S(=O)(=O)N3CCCCC3)ccc21	0	23	i	i	i	6	i	x	i	7	i
O=C(Nc1cccnc1)c1cc([N+](=O)[O-])ccc1Cl	-39	-23	i	i	i	-17	i	0.6	i	1	i
CCOC(=O)c1cnc2c(OC)cccc2c1Nc1ccc2c(c1)OCCO2	3	-7	i	i	i	0	i	0.6	i	2	i
CC1CCC(NC(=O)CCS(=O)(=O)c2ccc3c(c2)oc(=O)n3C)CC1 (stereo unspecified)	2	0	i	i	i	1	i	-0.1	i	1	i
CCN(C(=O)COc1ncnc2scc(-c3ccc(F)cc3)c12)C1CCS(=O)(=O)C1 (stereo unspecified)	9	-14	i	i	i	0	i	-32	i	-1	i
COc1ccc(N2CCN(C(=O)c3oc4ccccc4c3NC(=O)Cc3cccc(OC)c3)CC2)cc1	-1	-16	i	i	i	-2	i	0.2	i	19	i
CN1CCN(Cc2nc3c(c(=O)n(C)c(=O)n3C)n2CCCc2ccccc2)CC1	-12	7	i	i	i	2	i	-0.7	i	0	i
Cc1cc(C)c2[nH]c(=O)c(CN(CC3CCCO3)S(=O)(=O)c3ccc4c(c3)OCCO4)cc2c1 (stereo unspecified)	15	-14	i	i	i	3	i	0.4	i	3	i
Cc1cc(=O)[nH]c(SC/C=C/c2ccccc2)n1	10	-12	i	i	i	8	i	-0.5	i	-6	i
CCc1nonc1NC(=O)c1oc2ccc(Br)cc2c1C	-19	-19	i	i	i	-4	i	-0.1	i	3	i
Cc1ccc(OCCn2cc(/C=C/C(=O)O)c3ccccc32)cc1	21	-3	i	x	i	-4	i	-0.3	i	4	i
Cc1ccc2cc(CCNC(=O)C3CCCC3)c(=O)[nH]c2c1	-14	-14	i	i	i	2	i	0.1	i	2	i
CCCCOc1ccc(Cc2cnc(N)nc2N)cc1	-3	-37	i	i	i	1	i	0.0	i	-1	i
CC(C)CC(NC(=O)c1ccc(Cl)cc1)C(=O)OCc1cc([N+](=O)[O-])cc2c1OCOC2 (stereo unspecified)	-8	-13	i	i	i	8	i	-0.2	i	10	i
COc1ccc(CCNC(=O)CS(=O)Cc2nc(-c3cccs3)oc2C)cc1OC (stereo unspecified)	15	-24	i	i	i	-10	i	-0.3	i	2	i
O=S(=O)(NCc1cccnc1)c1ccc(Cl)c2ccccc12	3	-16	i	i	i	2	i	-5.0	i	-2	i
CC(=O)N(C)c1ccc(OCC(O)COc2ccc(N(C)C(C)=O)cc2)cc1	3	-3	i	i	i	10	i	-25	i	0	i
COc1cc([C@H](Cc2ccccc2)NC(C)=O)oc(=O)c1	23	-21	i	i	i	-5	i	-0.5	i	8	i
COCCN(C(=O)CCC(=O)Nc1ccccn1)C(C(=O)NCCC(C)C)c1ccc(C)cc1 (stereo unspecified)	0	-14	i	i	i	-4	i	-3.5	i	-1	i
C#CCNC(=O)C1=C[C@@H](c2ccc(C(F)(F)F)cc2)[C@H](CCCO)[C@@H](OCC)O1	5	-6	i	i	i	-3	i	-1.0	i	-2	i

# (further entries)
SMILES	aSyn UTR inh	KLF5 inh	TRPC6 inhibitor	MrgX1 antagonist	TRPC4 agonist	IEC-6 tox	TRPC6 act	HIF activator	TRPC4 PAM	SKKanGAS inh	TRPC4 inh
CC(CO)Nc1nc(SCc2ccccc2)nc2sc3c(c12)CCC3 (stereo unspecified)	12	13	i	i	i	10	i	-0.5	i	15	i
CC(=O)c1ccc(S(=O)(=O)NC2CCCCCCC2)cc1	2	-2	i	i	i	2	i	0.9	i	-11	i
O=c1oc2ccccc2c(O)c1/C=N/c1ncccn1	12	x	i	i	i	x	i	-0.4	i	19	i
Cc1noc(NS(=O)(=O)c2ccc(NC(=O)CSc3nc4ccccc4[nH]3)cc2)c1C	4	2	i	i	i	6	i	-26	i	12	i
COc1cc(C(=O)NC2CCN(CC(=O)NC3CCCCC3)CC2)cc(OC)c1OC	-1	6	i	i	i	4	i	-1.9	i	7	i
Cc1cccc(C(=O)OCC(=O)N2CC(C)OC(C)C2)c1C (stereo unspecified)	18	-12	i	i	i	4	i	-0.2	i	-1	i
Cc1ccc(S(=O)(=O)Nc2nnc(CC(C)(C)C)s2)cc1	-12	-17	i	i	i	3	i	-0.2	i	3	i
C#CCOC(=O)C[N+](C)(C)CC=C	-8	-20	i	i	i	2	i	-0.5	i	1	i

# Hits appear at their usual frequency; any-hit rate near 5.8%.
